Assay outcomes (PubChem)
Lmaj promast = Leishmania major promastigote growth inhibition | 200,000 tested, 9% active | inhibition, % at 10 µM | Leishmania major promastigotes, resazurin fluorescence viability; in the data active = inhibition above about 50%;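 note: promastigotes grown with compound for 44 hours at 28 °C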
TNAP inh noacc = inhibitors of human TNAP without phosphate acceptor; P05186; purified TNAP, CDP-star luminescence, 30 min; inhibition, % at 20 µM; 200,000 tested, 0.26% active;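 active = tissue-nonspecific alkaline phosphatase inhibition above about 50% at 20 µM in the single-dose screen, limit read from the data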;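 note: 0% = DMSO negative control and 100% = EDTA positive control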
Target sequence (P05186 whole entry, looked up): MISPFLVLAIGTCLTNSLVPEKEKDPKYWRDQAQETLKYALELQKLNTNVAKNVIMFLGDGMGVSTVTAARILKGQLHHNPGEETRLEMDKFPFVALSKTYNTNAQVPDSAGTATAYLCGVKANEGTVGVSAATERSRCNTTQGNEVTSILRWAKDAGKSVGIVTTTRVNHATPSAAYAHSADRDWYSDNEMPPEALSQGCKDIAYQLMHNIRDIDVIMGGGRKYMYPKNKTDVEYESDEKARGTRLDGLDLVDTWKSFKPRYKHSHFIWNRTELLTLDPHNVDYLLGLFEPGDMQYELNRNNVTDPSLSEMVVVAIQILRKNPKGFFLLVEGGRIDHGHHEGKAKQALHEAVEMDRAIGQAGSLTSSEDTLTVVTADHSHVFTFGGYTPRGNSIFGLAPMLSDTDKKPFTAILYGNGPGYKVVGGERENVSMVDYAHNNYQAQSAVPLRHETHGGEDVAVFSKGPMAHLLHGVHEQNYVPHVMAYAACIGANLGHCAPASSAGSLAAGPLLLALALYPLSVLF
TNAP act hi DEA = activators of human TNAP at high phosphate acceptor concentration; purified TNAP, CDP-star luminescence, 1 M DEA, 30 min; active compounds read high; 0 = EDTA background, 1 = DMSO-only activity; activation factor at 20 µM; 200,000 tested, under 10 active; P05186;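 active = activation factor at least 2 at 20 µM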
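Test system – human TNAP · Doses – 20 µM single point · Incubation – 30 min, room temperature · Signal – luminescent substrate turnover signal · Read-out basis – activation factor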
RAM inhibit = blocks the yeast RAM network; inhibition, % at 50 µM; AID 868; S. cerevisiae dse1pr::URA3 reporter, 5-FOA growth OD615, 2 d; analog-sensitive cbk1-as2 kinase mutant strain; 190,000 tested, 1.8% active;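 active = inhibition above a set limit, 3 SD over mean compound inhibition, cut at about 8.4% in these data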;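 note: 0% = DMSO-only wells with no growth and 100% = 10 µM 1-NA-PP1 full growth; inhibition rescues growth on 5-FOA so higher OD means more RAM inhibition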
APP 5UTR inh = APP translation inhibition; SH-SY5Y APP 5'UTR-luciferase reporter, luminescence; inhibition, % at 2 µM; 190,000 tested, 0.82% active;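 active = inhibition above a set limit, derived from the sample mean plus 3 SD, cut at about 45% in these data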; note: values of inactives mirror those of a sister screen read the other way
FLuc inhib CS = Photinus pyralis luciferase inhibition counter-screen; ATPLite firefly luciferase biochemical luminescence, 10 min; P08659; inhibition, % at 10 µM; 200,000 tested, 1.5% active;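 active = inhibition above about 50% when tested at 10 µM, limit read from the data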
Target sequence (P08659 whole entry, looked up): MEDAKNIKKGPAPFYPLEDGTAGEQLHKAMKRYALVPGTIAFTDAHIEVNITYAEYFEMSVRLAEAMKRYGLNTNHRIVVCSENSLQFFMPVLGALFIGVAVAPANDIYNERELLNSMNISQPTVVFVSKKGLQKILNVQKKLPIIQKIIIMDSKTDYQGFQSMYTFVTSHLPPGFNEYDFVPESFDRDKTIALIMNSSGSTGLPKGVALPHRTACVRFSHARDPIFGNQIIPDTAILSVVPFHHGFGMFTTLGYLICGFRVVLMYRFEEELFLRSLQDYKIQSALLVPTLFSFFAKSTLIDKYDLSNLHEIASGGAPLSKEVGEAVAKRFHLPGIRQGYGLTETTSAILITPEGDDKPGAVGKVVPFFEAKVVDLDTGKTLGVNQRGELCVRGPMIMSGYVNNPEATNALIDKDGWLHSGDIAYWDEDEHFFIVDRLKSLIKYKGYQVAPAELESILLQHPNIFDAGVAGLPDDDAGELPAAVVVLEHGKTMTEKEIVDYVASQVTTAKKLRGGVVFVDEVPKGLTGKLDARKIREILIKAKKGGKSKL
bIAP act = increases bovine intestinal alkaline phosphatase activity; 200,000 tested, 0.17% active; activation factor at 20 µM; purified bovine IAP, CDP-star luminescence, 30 min; active compounds read high; fold of DMSO-control signal, blank-subtracted;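 active = activation factor of 2 or more at 20 µM, a signal rise over negative controls twice the positive control's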
TNAP inh hiacc = inhibitors of human TNAP at high phosphate acceptor concentration; P05186; purified TNAP, CDP-star luminescence, 1 M DEA; inhibition, % at 20 µM; 200,000 tested, 0.03% active; AID 1135;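 active = over 50% inhibition of tissue-nonspecific alkaline phosphatase at 20 µM in the single-dose screen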;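 note: plate controls were DMSO wells for no effect and EDTA-quenched wells as full inhibition for full effect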
FLuc stim CS = affects firefly luciferase, flagging false hits in luciferase stimulation screens; P08659; ATPlite luciferase biochemical, luminescence, 10 min; 0 = ATP-free wells, 1 = DMSO control; activation factor at 10 µM; 200,000 tested, under 10 active; AID 1027;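 active = luciferase activation factor, scaled between plate controls, of at least 2 with compound at 10 µM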
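Assay system – cell-free luciferase reagent · Medium – PBS-based ATP solution · Dosing – test compounds dosed from 2 mM stocks in 100% DMSO · Timing – 10 min, room temperature · Technique – light output (luminescence) · Measure – luminescence gain marking luciferase activators · Controls – No-ATP low control, compound-free enzyme-plus-ATP high control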
bIAP inh = intestinal alkaline phosphatase (bovine) inhibition. inhibition, % at 20 µM. purified bovine IAP, CDP-star luminescence, 30 min. 190,000 tested, under 10 active;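 active = over 50% inhibition of intestinal alkaline phosphatase at 20 µM in the single-dose screen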
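System: Purified bovine intestinal alkaline phosphatase (IAP) enzyme | Input: IAP diluted 1/65,000,000 in the well | Also added: CDP-star chemiluminescent phosphatase substrate, 30 µM final | Dosing: 20 µM single dose | Times: Enzyme reaction for 30 min at room temperature | Detection: Luminescence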
Active calls of the source: *; x = not tested or not shown.

SMILES | Lmaj promast | TNAP inh noacc | TNAP act hi DEA | RAM inhibit | APP 5UTR inh | FLuc inhib CS | bIAP act | TNAP inh hiacc | FLuc stim CS | bIAP inh
CCC(CC)C(=O)Nc1cc(OC)c(OC)cc1C(=O)O | -4 | -12 | 1.1 | 0.1 | -8 | -4 | 1 | -5 | 1 | 4
CCc1c(C)sc(NC(=O)c2cccs2)c1C#N | -1 | -11 | 1 | 5.0 | -41 | 4 | 0.9 | -2 | 1 | 12
CC(=O)Nc1cccc(NC(=O)CCc2ccccc2)c1 | -1 | -9 | 1.1 | 2.8 | 10 | 0 | 1 | -5 | 1 | 0
O=c1ccnc(Nc2ccc3c(c2)OCCO3)[nH]1 | -2 | -9 | 1 | 1.1 | -3 | 1 | 1.2 | -2 | 1 | -25
CCCS(=O)(=O)N1CCN(Cc2ccc([N+](=O)[O-])cc2)CC1 | 6 | 1 | 1 | 0.5 | 2 | -1 | 0.7 | -1 | 1 | 33
Cc1ccc2nc(C)/c(=N\O)c(C)nc2c1 | 2 | -10 | 1.1 | -0.8 | -195 | -3 | 1 | -6 | 1 | -1
CC(C)N(C(=O)CSc1nc(COc2ccccc2)nc2ccccc12)C(C)C | 22 | -14 | 1.1 | 8.1 | 48* | -6 | 1.1 | -5 | 1.1 | -9
Cc1cc(Cl)ccc1NC(=S)N1CCN(Cc2ccc3c(c2)OCO3)CC1 | 87* | -8 | 1 | 2.8 | -25 | 1 | 1 | 0 | 1 | 0
O=C(CCn1cnc2ccccc2c1=O)Nc1ccc(Cl)c(Cl)c1 | -3 | -6 | 1 | 5.3 | -3 | 2 | 1.1 | -4 | 1 | -5
O=C(O)c1ccc(CNCc2c(Cl)cccc2Cl)cc1 | -13 | -9 | 1 | 1.4 | -4 | -3 | 1 | 1 | 1 | 4
Cc1ccc(Cl)cc1NC(=O)CCn1cccc1 | 2 | -12 | 1.1 | -0.3 | 6 | -8 | 0.9 | -6 | 1.1 | 7
COc1ccc(-c2cnnn2-c2ccc(NC(=O)/C=C/c3ccc(OC)c(OC)c3)cc2)cc1 | 30 | -25 | 1 | 3.2 | -5 | -10 | 0.9 | -1 | 1.1 | 13
O=C(NCc1ccc(F)cc1)c1cc2n(n1)C(C(F)(F)F)CC(C1CC1)N2 (stereo not given) | 3 | -16 | 1.1 | 3.4 | -23 | -2 | 1.1 | -9 | 1 | -5
COc1ccc(C(=O)N2c3ccccc3C=CC2C#N)cc1 (stereo not given) | -1 | -20 | 1 | 2.0 | 10 | -3 | 0.9 | -3 | 1 | 6
COc1cc(C)c(NC(c2ccccc2)c2ccccc2)cc1OC | 91* | -11 | 1.1 | 6.9 | -6 | -9 | 1.1 | -6 | 1.1 | -14
Cc1[nH]n(-c2ccccc2)c(=O)c1C(C[N+](=O)[O-])c1ccc(Br)cc1 (stereo not given) | 100* | -5 | 1 | 2.4 | 21 | -7 | 0.9 | 1 | 1.1 | 8
O=C(Nc1ccc(N2CCN(Cc3ccccc3)CC2)cc1)c1cccnc1 | 0 | -10 | 1 | 0.9 | 17 | -7 | 0.9 | -2 | 1.1 | 7
O=C(CC1NC(=O)NC1=O)Nc1ccc(Cl)cc1 (stereo not given) | -2 | -3 | 1.1 | 0.7 | -15 | -2 | 1.1 | -7 | 1 | -8
COc1cc(NS(=O)(=O)c2ccc(NC(=S)NC(=O)c3sc4ccccc4c3Cl)cc2)nc(OC)n1 | -8 | 43 | 1 | 1.9 | 4 | -4 | 1 | 4 | 1 | -2
Cc1ccc(S(=O)(=O)NCC(=O)Nc2ccc(C(F)(F)F)cc2)cc1 | -3 | -4 | 1 | 2.7 | -17 | -4 | 0.9 | -3 | 1 | 12
COc1ccc(CNC(=O)c2ccc(Cn3nc(C)c([N+](=O)[O-])c3C)o2)cc1 | 3 | -7 | 1 | -0.6 | 14 | -1 | 0.9 | -2 | 1 | 6
O=C(CSc1nc2ccccc2s1)N/N=C/c1ccc(C(=O)O)cc1 | -5 | -12 | 1.1 | 10* | 14 | 3 | 0.9 | -7 | 1 | 5
CC(=O)Nc1ccc2c(c1)OCCOCCOc1cc(NC(C)=O)ccc1OCCOCCOCCO2 | -6 | 6 | 1 | 1.5 | -2 | 2 | 1 | 0 | 1 | -4
O=C(CC1CCS(=O)(=O)C1)NC1CCCCC1 (stereo not given) | -3 | -8 | 1 | 1.5 | -8 | -5 | 0.9 | -2 | 1.1 | 8
COCCNC(=O)/C(C#N)=C/c1ccccc1Br | 19 | -13 | 1.1 | -0.9 | -3 | 0 | 1 | -5 | 1 | 3

Five entries out of the list, sorted by count of non-hydrogen atoms, low to high.
SMILES | Lmaj promast | TNAP inh noacc | TNAP act hi DEA | RAM inhibit | APP 5UTR inh | FLuc inhib CS | bIAP act | TNAP inh hiacc | FLuc stim CS | bIAP inh
Cc1ccc(Cl)cc1NC(=O)CCn1cccc1 | 2 | -12 | 1.1 | -0.3 | 6 | -8 | 0.9 | -6 | 1.1 | 7
CC(=O)Nc1cccc(NC(=O)CCc2ccccc2)c1 | -1 | -9 | 1.1 | 2.8 | 10 | 0 | 1 | -5 | 1 | 0
O=C(CCn1cnc2ccccc2c1=O)Nc1ccc(Cl)c(Cl)c1 | -3 | -6 | 1 | 5.3 | -3 | 2 | 1.1 | -4 | 1 | -5
Cc1cc(Cl)ccc1NC(=S)N1CCN(Cc2ccc3c(c2)OCO3)CC1 | 87* | -8 | 1 | 2.8 | -25 | 1 | 1 | 0 | 1 | 0
COc1ccc(CNC(=O)c2ccc(Cn3nc(C)c([N+](=O)[O-])c3C)o2)cc1 | 3 | -7 | 1 | -0.6 | 14 | -1 | 0.9 | -2 | 1 | 6

The listing continues:
SMILES | Lmaj promast | TNAP inh noacc | TNAP act hi DEA | RAM inhibit | APP 5UTR inh | FLuc inhib CS | bIAP act | TNAP inh hiacc | FLuc stim CS | bIAP inh
CCCc1ccc(OCc2ccc(C(=O)Nc3cccc(C)n3)o2)c(OC)c1 | 2 | -49 | 1.1 | 4.9 | -8 | -6 | 1 | -5 | 1.1 | 1
CCOc1cc(-c2c(C#N)c(N)nc3c2CCCC3C)ccc1O (stereo not given) | 46 | -11 | 1 | -0.5 | -2 | -7 | 0.8 | -3 | 1.1 | 15
O=c1c(/C=N/O)c(Nc2ccccc2)nc2ccccn12 | 7 | -15 | 1.1 | 1.1 | -12 | -2 | 0.9 | -7 | 1 | 8
CN(C)c1nc(NC(C)(C)C)nc(NC(C)(C)C)n1 | 60* | -11 | 1.1 | 1.9 | -4 | -10 | 1 | -5 | 1.1 | -3
CC1=C(C(=O)Nc2ccccc2C)C(c2ccc(C)o2)N2C(=O)CSC2=N1 (stereo not given) | -4 | -15 | 1.1 | 0.4 | 11 | -3 | 1 | -6 | 1 | -1
Cc1cc(/C=N/n2cnnc2)c(C)n1-c1ccc(OCc2ccc(Cl)cc2Cl)cc1 | 98* | -62 | 1.6 | 0.2 | 51* | 0 | 2.5* | -65 | 1 | -148
Cn1c(=O)c2c(ncn2CC(COCc2ccccc2Cl)OCc2ccccc2Cl)n(C)c1=O (stereo not given) | 96* | -7 | 1 | 2.7 | 1 | -1 | 1.1 | 2 | 1 | -15
Cc1cccc(CC(C)NC(=O)CCc2nnc(-c3ccccc3)o2)n1 (stereo not given) | -5 | -8 | 1.1 | 2.4 | 1 | -10 | 1 | -5 | 1.1 | -4
C=CCNc1nc(SCC=C)nc2ccsc12 | 34 | 0 | 1 | -0.5 | -2 | -7 | 0.8 | -1 | 1.1 | 16
COc1cc2[nH]c(=O)n(CCCC(=O)N3CC=C(c4ccccc4)CC3)c(=O)c2cc1OC | 7 | -4 | 1 | 1.3 | 17 | -2 | 1.1 | -3 | 1 | -6
CN1CCN(c2ccc(NC(=O)c3ccc4c(c3)OCO4)cc2)CC1 | -2 | -6 | 1 | 1.9 | -99 | 24 | 1 | -2 | 0.8 | 2
Cc1nc(C)c(-c2csc(NCCc3ccccc3)n2)s1 | 29 | -15 | 1.1 | 0.0 | -39 | -1 | 1 | -6 | 1 | 4
Cc1ccc(S(=O)(=O)Cc2cccc(C(=O)N3CCOCC3)c2)cc1 | -5 | -4 | 1.1 | 0.5 | 3 | -6 | 0.9 | -9 | 1.1 | 8
[O-]/[N+](=C\c1ccc(F)cc1)c1ccccc1 | 3 | -8 | 1 | -1.7 | -11 | 9 | 0.9 | -2 | 0.9 | 8
Cc1cc(N2CCN(S(=O)(=O)c3ccc4c(c3)OCCO4)CC2)n2ncnc2n1 | 9 | -7 | 1 | -1.4 | 9 | -1 | 1 | -1 | 1 | -4
O=c1[nH][nH]c(-c2ccccc2)c1C=Nc1ccccc1Cl | -8 | -7 | 1 | 1.2 | -10 | -3 | 1.1 | -1 | 1 | -14
Cc1cc(NC(=O)C2CCCN(S(=O)(=O)c3c(C)noc3C)C2)no1 (stereo not given) | -3 | -16 | 1.1 | -0.8 | 15 | -7 | 1 | -8 | 1.1 | 3
CCCNC(=O)C(C)n1c2ccccc2c2nc(=O)cc(C)n21 (stereo not given) | -4 | -18 | 1 | 0.7 | -2 | -6 | 1 | -4 | 1.1 | 0
O=C(NCCC1=CCCCC1)c1ccc2c(=O)n3c(nc2c1)CCCCC3 | 0 | 23 | 1 | -0.6 | 12 | -5 | 1 | -2 | 1 | 3
CCOC(=O)c1ccc(NC(=O)NCc2ccc(OC)cc2)cc1 | 12 | -12 | 1.1 | 2.4 | -13 | -4 | 1.1 | -6 | 1 | -6
O=C(CSc1nc(O)c(C(c2ccccc2)c2ccccc2)c(=O)[nH]1)N1CCOCC1 | -4 | -12 | 1 | 0.1 | 5 | -5 | 1 | -4 | 1.1 | 2
CC1=CC(=O)C=C(C)C1=NOC(=O)/C=C\c1ccccc1 | 53* | -6 | 1 | -0.4 | 14 | -3 | 1.6 | 0 | 1 | -56
Cc1ccc(C(=O)OCC2OC3OC(C)(C)OC3C2O)cc1 (stereo not given) | -6 | -10 | 1 | 1.3 | -23 | -2 | 0.9 | -2 | 1 | 5
Cc1ccc(CC(=O)Nc2ccccc2N2CCOCC2)cc1C | 16 | 1 | 1 | 7.2 | -9 | -2 | 1 | 4 | 1 | 3
O=C(Nc1ccc2c(c1)OCO2)c1cccc(Cl)c1 | 16 | -8 | 1 | 0.8 | -59 | 26 | 0.8 | -2 | 0.7 | 18
Additional records:
SMILES | Lmaj promast | TNAP inh noacc | TNAP act hi DEA | RAM inhibit | APP 5UTR inh | FLuc inhib CS | bIAP act | TNAP inh hiacc | FLuc stim CS | bIAP inh
CC(C)CNC(=O)CC(=O)N/N=C/c1ccc(F)cc1 | -5 | -8 | 1 | 0.1 | -12 | 0 | 1 | -2 | 1 | 2
COc1cc(NC(=O)c2cccc(Br)c2)nc(OC)n1 | -3 | -4 | 1 | -0.5 | -43 | 2 | 1 | -2 | 1 | 1
Nc1nc(Nc2ccc(Cl)cc2Cl)nc(C(F)(F)F)n1 | 2 | -6 | 1 | 5.0 | 0 | 8 | 0.9 | 2 | 0.9 | 14
Cc1c(Cc2ccccc2)c(=O)oc2cc(OC(=O)c3ccccc3)ccc12 | -4 | -7 | 1 | 2.2 | 15 | -3 | 0.7 | -3 | 1 | 32
COCC(=O)n1nc(-c2ccccc2)nc1NCc1ccc(N(C)C)cc1 | -7 | 39 | 1 | -0.4 | -52 | -4 | 1 | -2 | 1 | -5
C=CCc1ccc(OCCCCN2CCC(C)CC2)c(OC)c1 | 89* | -17 | 1 | 0.1 | 3 | -1 | 0.3 | -1 | 1 | x
